Source: PubChem BioAssay (several laboratories)
Wee1 degr inh: Wee1 degradation inhibitors, primary screen, cell-based, HeLa, Wee1K328M-luciferase, luminescence. Wee1-like protein kinase (Homo sapiens), P30291. HeLa Luc-Wee1K328M stability; 100% = proteasome inhibitor MG132 effect. reporter increase, % at 5 µM. hit rate 1.2% among 220,000. AID 1321, 2008;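 active means activation above the mean of all tested compounds plus 3 SD, set per screening run, cut at about 8.8% in these data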;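 further: cells exposed to compound for 20 h before luminescence read; 0% = DMSO alone and 100% = MG132 at 30 µM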
Target sequence (P30291 whole entry K328M): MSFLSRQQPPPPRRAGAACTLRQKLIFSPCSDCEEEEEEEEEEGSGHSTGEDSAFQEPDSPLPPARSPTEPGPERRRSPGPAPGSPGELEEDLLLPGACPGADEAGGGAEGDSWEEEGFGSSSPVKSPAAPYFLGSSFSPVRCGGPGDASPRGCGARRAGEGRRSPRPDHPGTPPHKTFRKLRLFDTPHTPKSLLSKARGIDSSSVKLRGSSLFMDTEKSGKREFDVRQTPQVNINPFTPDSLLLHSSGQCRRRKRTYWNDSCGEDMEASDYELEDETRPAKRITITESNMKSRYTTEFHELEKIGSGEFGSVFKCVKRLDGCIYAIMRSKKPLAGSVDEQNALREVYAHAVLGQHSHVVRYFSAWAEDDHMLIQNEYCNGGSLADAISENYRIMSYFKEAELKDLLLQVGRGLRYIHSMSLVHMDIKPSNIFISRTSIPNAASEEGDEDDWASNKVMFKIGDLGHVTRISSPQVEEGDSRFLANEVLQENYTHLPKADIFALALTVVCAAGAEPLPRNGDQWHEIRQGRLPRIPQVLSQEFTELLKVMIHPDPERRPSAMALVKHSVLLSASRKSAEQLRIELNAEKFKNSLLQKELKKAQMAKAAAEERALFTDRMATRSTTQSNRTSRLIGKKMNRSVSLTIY
L929 necroptosis: inhibitors of zVAD-triggered necroptosis, primary screen, L929 cells | hit rate 0.38% among 220,000 | AID 1377, 2008 | L929 zVAD necroptosis rescue, ATP luminescence, 24 h; with zVAD 60 µM | viability rescue, % at 10 µM;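 active means activation, scaled between plate controls, above about 75%, limit read from the data; inactive means activation under that limit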;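 further: 0% = zVAD with DMSO and 100% = DMSO alone without zVAD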
PPC-1+TRAIL kill: compounds killing PPC-1 cancer cells with TRAIL present, primary screen, TRAIL potentiator project, ATPLite luminescence, uHTS; PPC-1 cells + TRAIL, ATPLite viability luminescence; cell killing (% activity), % at 4 µM; hit rate 0.41% among 220,000; AID 1443, 2008;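 active means cell killing above 50% in the first pass at 4 µM, then a duplicate retest at 5 µM averaging 50% or more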;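 further: plate controls were cells with TRAIL plus DMSO for no effect and medium-only wells lacking cells for full effect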
TbHK1 inh: Trypanosoma brucei hexokinase 1 inhibitors, primary screen, biochemical, G6PDH-coupled NADH absorbance, MLSCN library. hexokinase 1 [Trypanosoma brucei]. recombinant TbHK1, G6PDH-coupled NADH A340. inhibition, % at 10 µM. hit rate 0.11% among 220,000. AID 1430, 2008;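 active means inhibition of 50% or more in the single-dose primary screen; inactive means inhibition below 50%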
TNF necrop inh: inhibitors of TNF-alpha triggered necroptosis, primary screen, cell-based, Jurkat FADD-/-, single concentration; AID 463075, 2010; activation (protection from cell death), % at 10 µM; hit rate 0.068% among 220,000; Jurkat FADD-/- TNF necroptosis rescue, ATP luminescence, 24 h; 0 = TNF only, 100 = no-TNF cells;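 active means activation, meaning protection from cell death, of at least 50% relative to plate controls; inactive means activation below 50%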;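 further: necroptosis triggered by 40 ng/mL TNF-alpha added together with compound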
PGE2 EP2 inh: human EP2 receptor antagonists, primary screen, TR-FRET cAMP, C6 glioma cells. AID 1422, 2008. hit rate 0.52% among 260,000. inhibition, % at 25 µM. Prostaglandin E2 receptor EP2 subtype (Homo sapiens), P43116. C6 glioma cells expressing human EP2; cells stimulated with saturating PGE2;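 active means percent inhibition above 40 after rounding to a whole number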;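 further: rat C6 glioma host cells with rolipram phosphodiesterase inhibitor present; the protocol text gives 20 µM as final concentration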
Target sequence (P43116 whole entry, looked up): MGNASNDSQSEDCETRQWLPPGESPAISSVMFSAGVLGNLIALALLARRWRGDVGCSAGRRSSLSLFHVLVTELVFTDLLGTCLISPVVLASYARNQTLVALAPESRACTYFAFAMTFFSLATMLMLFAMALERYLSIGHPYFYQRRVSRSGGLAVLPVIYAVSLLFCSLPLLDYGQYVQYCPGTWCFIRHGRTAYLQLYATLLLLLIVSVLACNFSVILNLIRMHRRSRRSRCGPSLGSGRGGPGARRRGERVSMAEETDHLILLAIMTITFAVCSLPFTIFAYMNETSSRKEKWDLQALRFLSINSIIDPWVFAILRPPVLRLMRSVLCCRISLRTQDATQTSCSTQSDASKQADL
FXIIa inh 1536: human FXIIa protease inhibitors, primary screen, biochemical, 1536-well. hit rate 0.3% among 220,000. inhibition, % at 5 µM. purified FXIIa, Boc-QGR-AMC fluorogenic substrate, 2 h. AID 800, 2007; in the data active means inhibition above about 40%;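 further: 0% = enzyme with no compound and 100% = blank without enzyme; many of its hits are not listed in these tables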
FXIa inh: human FXIa protease inhibitors, primary screen, biochemical, 1536-well; Coagulation factor XI (Homo sapiens), P03951; purified FXIa, Boc-Glu-Ala-Arg-AMC fluorogenic substrate; inhibition, % at 5 µM; hit rate 0.14% among 220,000; AID 798, 2007;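 active means inhibition of at least 40%; inactive means inhibition below 40%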;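 further: fluorescence of freed AMC excited at 355 nm; 0% = enzyme without compound and 100% = no enzyme blank; many of its hits are not listed in these tables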
CHOP inh: inhibitors of CHOP promoter induction, primary screen, cell-based, unfolded protein response, luciferase reporter; CHO-K1 CHOP-promoter luciferase, tunicamycin-induced, 15-18 h; inhibition, % at 10 µM; hit rate 3.8% among 220,000; AID 2732, 2010;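 active means compounds that reduced the stress-induced luciferase reporter signal by more than about 70% of percent inhibition, limit read from the data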;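 further: 0% = tunicamycin plus vehicle and 100% = wells without tunicamycin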
* = called active by the depositor; nt = no result given; & = joins results of further samples.

structure | Wee1 degr inh | L929 necroptosis | PPC-1+TRAIL kill | TbHK1 inh | TNF necrop inh | PGE2 EP2 inh | FXIIa inh 1536 | FXIa inh | CHOP inh
CCCCn1c(NC(=O)CC)c(C#N)c2nc3ccccc3nc21 | 0 | 0.1 | 26 | -6 | -1.5 | 4 | 16 | 17 | 94*
c1ccc(N2CCN(c3nc4ccccc4[nH]3)CC2)nc1 | 1 | 0.1 | 6 | 4 | 1.9 | 5 | 1 | -11 | -56
O=C(CCn1nc(-c2ccc(Cl)cc2)ccc1=O)N1CCOCC1 | -2 | 0.0 | 30 | -5 | -0.6 | 8 | 8 | 1 | 37
Cc1ccc(CC2CC(=O)N(c3ccc4c(c3)OCCO4)C2=O)cc1 (stereo not given) | -2 | 0.5 | 12 | -3 | -0.5 | 15 | 5 | 5 | 24
Cc1ccccc1OCCC(=O)Nc1ccc(Cl)cc1F | -2 | 0.5 | -8 | -4 | 2.8 | 16 | 9 | 5 | 11
NNc1ccc2nncn2n1 | 0 | 0.3 | -1 | -12 | 1.8 | 14 | 4 | -1 | 24
O=C(Nc1nnc(-c2ccc3c(c2)CCCC3)o1)C1CCCCC1 | -2 | 0.0 | 9 | 6 | -0.2 | 12 | 10 | 5 | 84*
Cn1c(N)c(C(=O)COC(=O)c2cnc(Cl)c(Cl)c2)c(=O)n(C)c1=O | 0 | -0.1 | 5 | 0 | 0.5 | 6 | 4 | -2 | -14
CC(=O)N1C(c2ccccc2O)C[C@]2(C)CC(=O)NC12 (stereo not given in full) | 0 | 0.5 | 37 | 6 | -0.3 | 6 | 14 | 2 | 4
O=C(CN1CC(c2ccccc2)CC1=O)OCc1ccccc1F (stereo not given) | 0 | -0.5 | 22 | 2 | -0.7 | 9 | 5 | 16 | -14
CCC1(C(=O)O)NC(c2cccc(OC)c2O)C2C(=O)N(c3ccccc3)C(=O)C21 (stereo not given) | 3 | 3.0 | 47 | 8 | 1.6 | 14 | 5 | -5 | 6
CC1SC(=Nc2ccccc2)N(S(=O)(=O)c2ccccc2)C1=O (stereo not given) | 3 | -0.1 | 8 | -4 | 0.7 | 7 | 10 | 2 | -1
CC1=C(C(=O)N2CCOCC2)C(c2cccs2)NC(=O)N1 (stereo not given) | -4 | 0.0 | 7 | -4 | -2.3 | 11 | 14 | 4 | -22
CCC(=O)Nc1cccc(NC(=S)NC(=O)c2cc3ccccc3o2)c1 | -2 | 72 | 5 | -4 | 0.9 | 5 | 3 | -1 | 94*
CC(=O)C1=C(C)NC(=O)NC1c1ccccc1 (stereo not given) | 1 | 0.2 | 5 | 4 | 1.5 | 8 | 10 | -2 | -5
O=C(c1ccc(Cl)cc1)c1coc2ccc(O)cc12 | -1 | 2.2 | 6 | 4 | -7.8 | 5 | 14 | 6 | 59
Cc1ccc(-n2c(-c3cccs3)nc3nc4ccccc4nc32)cc1 | -3 | 1.7 | 15 | -7 | 0.9 | 2 | 0 | -6 | 11
COc1ccc(C(=O)NCc2nnc(SC)n2C2CCCCC2)cc1 | -1 | 0.8 | -4 | 3 | 1.5 | 8 | 4 | -2 | 14
N#CCc1ccc(OC(=O)c2cccnc2)cc1 | -3 | -0.5 | 0 | -14 | -2.0 | 6 | 3 | -15 | 12
CC(C)C(=O)OCC(=O)Nc1ccc2c(c1)CCC2 | -1 | 0.8 | 7 | 2 | -0.2 | nt | 6 | 0 | -13
COC(=O)C(NS(C)(=O)=O)(c1c(C)[nH]c2ccccc12)C(F)(F)F (stereo not given) | -2 | 0.0 | 0 | 1 | 0.4 | nt | 5 | -9 | -7
CCOC(=O)C1(CC)NC(c2ccc(N(C)C)cc2)C2C(=O)N(C)C(=O)C21 (stereo not given) | -1 | 0.1 | 12 | 5 | 0.3 | 17 | 13 | -3 | 18
COc1cc(C(=O)O)cc(OC)c1OCc1cc(C(=O)O)oc1C | 0 | 0.3 | 14 | 8 | -2.2 | 14 | -2 | 2 | 18
CCN(CC)S(=O)(=O)c1ccc2c(c1)nc(CCC(=O)OCC(=O)Nc1c(F)cccc1F)n2C | 5 | -0.2 | 30 | -5 | 0.5 | 12 | 3 | 1 | -10
O=C(NCc1nnc(SCC(=O)N2CCC(Cc3ccccc3)CC2)o1)c1ccccc1F | 5 | -0.9 | 9 | 5 | -0.6 | 17 | -6 | -8 | 67
CCCn1nnnc1SCC(=O)N1CCN(C(=O)c2ccco2)CC1 | -2 | 0.0 | -13 | -3 | -0.8 | 9&5 | 2 | 3 | -2
O=C(/C=C/c1cccc(Br)c1)NCc1ccncc1 | 3 | 2.4 | 24 | 0 | 0.3 | 9 | 1 | -7 | -10
O=S(=O)(c1cccs1)N1CCC(CO)(Cc2ccc(Cl)cc2)CC1 | -3 | 19 | 8 | 4 | 2.4 | 6 | 7 | -5 | -6
C=CCn1c(SC2CCOC2=O)nc2scc(C3CC3)c2c1=O (stereo not given) | -3 | 1.5 | 13 | -12 | -0.1 | 3 | 11 | 7 | 11
COC(=O)c1ccc(CN2[C@H](C(=O)OC)C[C@@]3(O)[C@@H](O)[C@@H](O)[C@@H](O)C[C@@H]23)cc1 | nt | -0.5 | 12 | -13 | 0.4 | 12 | 7 | 0 | 13
CC(C)NC(=O)[C@H](CSCc1ccccc1)N1Cc2ccccc2C1=O | 2 | -2.0 | 6 | -1 | 0.9 | nt | 11 | 5 | 1
O=C(CC(=O)N/N=C\c1c(Cl)cccc1Cl)NCc1ccccc1 | 0 | 0.0 | 3 | 5 | -2.4 | 11 | 0 | 7 | 23
Cc1ccc2c(c1)cc1c(=O)[nH]ncn12 | 2 | 1.3 | 10 | -13 | -6.8 | nt | -2 | 2 | 24
Cc1noc(C)c1COc1cccc(C(=O)NCCc2c[nH]c3ccccc23)c1 | -3 | 3.8 | -2 | 5 | -7.5 | 9 | 6 | -1 | 18
Cc1nn(Cc2ccc(Cl)cc2)c(=O)n1N(C)c1ncc(C(F)(F)F)cc1Cl | 1 | 0.2 | 11 | -13 | 2.0 | 11 | 13 | 1 | 81*
COc1cc2c(cc1NC(=O)Nc1ccccc1)oc1ccccc12 | 0 | 0.3 | 14 | -5 | 2.1 | 14 | -6 | 1 | 16
c1ccc2c(c1)OCC(c1csc3ncnc(N4CCCC4)c13)O2 (stereo not given) | 5 | -0.9 | 5 | 1 | -2.7 | 16 | 9 | 2 | 62
N#Cc1c(NC(=O)CSc2nnc(-c3ccccc3O)n2-c2ccccc2)sc2c1CCCC2 | -3 | -0.2 | 4 | 0 | 0.6 | 8 | 7 | -2 | -14
Cc1c(-n2c(=S)[nH]c3ccccc3c2=O)c(=O)n(-c2ccccc2)n1C | -2 | -0.8 | -19 | 0 | -1.5 | 5 | 12 | -2 | 18
O=C(NCC1CCCN(C(=O)NCc2ccccc2)C1)c1ccc2c(c1)OCO2 (stereo not given) | 2 | 0.1 | 10 | 6 | 2.2 | 4 | 8 | 0 | -1
COc1cc(OC)cc(C(=O)NNC(=O)c2ccc(S(=O)(=O)N(C)c3ccccc3OC)cc2)c1 | 0 | -0.3 | 6 | -9 | 0.4 | 3 | 24 | 17 | -3
O=C(NCc1ccccn1)c1cccc([N+](=O)[O-])c1 | -2 | 0.5 | 20 | 1 | -1.2 | 4 | 9 | -4 | 12
CCOc1ccccc1NC(=O)COC(=O)CNS(=O)(=O)c1ccc(C)cc1 | 1 | 0.6 | 1 | 33 | 2.0 | 6 | 8 | 8 | 15
CC(=O)Oc1ccc(N2C(=O)C3C4C=CC(C5CC45)C3C2=O)cc1[N+](=O)[O-] (stereo not given) | -4 | nt | -14 | 12 | 2.1 | 9 | 10 | 8 | 0
COc1ccc(/C=C/C(=O)c2ccc3c(c2)OCCO3)cc1[N+](=O)[O-] | 2 | 0.5 | -2 | -20 | -9.3 | 21 | -6 | -4 | -21
COc1ccc(-n2c(SCC(=O)Nc3cc(C(=O)O)ccc3C)nc3ccccc3c2=O)cc1Cl | -1 | 1.4 | -2 | 3 | -1.1 | 16 | 10 | 1 | 5
CC1(C)CC(=O)C2=C(C1)OC(/N=C/N1CCCC1)=C(C#N)C2c1ccccc1 (stereo not given) | 3 | -0.4 | 13 | -24 | -2.1 | 6 | 8 | -1 | 5
O=C(/C=C/c1cn(CC(O)CN2CCOCC2)c2ccccc12)c1cccs1 (stereo not given) | -1 | -0.5 | 8 | -5 | 1.7 | 3 | 5 | -6 | 12
Cc1cccc(SC2CCN(Cc3nc(CC4CC4)no3)CC2)c1 | -1 | -0.9 | -6 | -6 | 1.5 | 4 | 5 | -2 | 17
COC(=O)C1=C(C)N(C2CCCCC2)C(=O)/C1=C\c1cccs1 | 3 | 3.5 | nt | -2 | -2.0 | 4 | -1 | -9 | -9
Cn1ncc2c(Nc3ccc(Br)cc3)nc(Nc3ccc(Br)cc3)nc21 | -1 | 2.4 | -4 | -27 | -2.4 | 22 | 11 | 11 | 56
CN1CCO/C1=C(\C(Cl)=C(Cl)Cl)[N+](=O)[O-] | 2 | -1.4 | 1 | -7 | -2.3 | 3 | -3 | -4 | 7

Reformatted as labelled records: four of the compounds above.
> NNc1ccc2nncn2n1
- Wee1 degr inh: 0
- L929 necroptosis: 0.3
- PPC-1+TRAIL kill: -1
- TbHK1 inh: -12
- TNF necrop inh: 1.8
- PGE2 EP2 inh: 14
- FXIIa inh 1536: 4
- FXIa inh: -1
- CHOP inh: 24

> O=C(Nc1nnc(-c2ccc3c(c2)CCCC3)o1)C1CCCCC1
- Wee1 degr inh: -2
- L929 necroptosis: 0.0
- PPC-1+TRAIL kill: 9
- TbHK1 inh: 6
- TNF necrop inh: -0.2
- PGE2 EP2 inh: 12
- FXIIa inh 1536: 10
- FXIa inh: 5
- CHOP inh: 84*

> Cn1c(N)c(C(=O)COC(=O)c2cnc(Cl)c(Cl)c2)c(=O)n(C)c1=O
- Wee1 degr inh: 0
- L929 necroptosis: -0.1
- PPC-1+TRAIL kill: 5
- TbHK1 inh: 0
- TNF necrop inh: 0.5
- PGE2 EP2 inh: 6
- FXIIa inh 1536: 4
- FXIa inh: -2
- CHOP inh: -14

> CC(=O)N1C(c2ccccc2O)C[C@]2(C)CC(=O)NC12 (stereo not given in full)
- Wee1 degr inh: 0
- L929 necroptosis: 0.5
- PPC-1+TRAIL kill: 37
- TbHK1 inh: 6
- TNF necrop inh: -0.3
- PGE2 EP2 inh: 6
- FXIIa inh 1536: 14
- FXIa inh: 2
- CHOP inh: 4

These rows are one share of the data; count on the stated rates, not on these rows.
